# Compound activity deposited in PubChem by several laboratories.
# JMJD2C inh = inhibitors of GASC-1 histone demethylase, primary screen, biochemical, fluorescence, DELFIA europium | GST-JMJD2C(1-420) H3K9me3 demethylation | Lysine-specific demethylase 4C (Homo sapiens), Q9H3R0 | actives 0.069% (n = 330,000) | inhibition, % at 2.35 µM;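 active = more than half of a compound's replicate wells show inhibition beyond 50%, single wells judged on their own value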;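 also: signal counts dimethyl H3K9 product captured on neutravidin plate; 0% = median of DMSO wells and 100% = 0.3 times that DMSO median; strong numbers were not always called active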
# PREPL inh = PREPL enzyme inhibitors, primary screen, biochemical, fluorescence polarization; inhibition, % at 5.96 µM; actives 0.68% (n = 320,000); recombinant PREPL, fluorescence polarization activity-based probe; Prolyl endopeptidase-like (Homo sapiens), Q4J6C6; AID 2751, 2010; in the data active = inhibition above about 43%;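 also: 0% = enzyme with DMSO and 100% = wells lacking enzyme; many of its hits are not listed in these tables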
# Fh CTSL1 inh = Fasciola hepatica cathepsin L1 inhibitors, primary screen, counter-screen for PFM18AAP inhibitor project, biochemical, QFRET, fluorogenic peptide substrate; AID 1906, 2009; inhibition, % at 5.96 µM; recombinant F. hepatica cathepsin L1, Z-Leu-Arg-MCA fluorescence; actives 0.49% (n = 300,000);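 active = inhibition above the mean of all tested compounds plus 3 SD, set per screening campaign, cut at about 17% in these data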;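 also: 0% = plate median of test compound wells and 100% = 1 µM Z-Phe-Ala-diazomethylketone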
# Efflux pump mplx = inhibitors of Candida efflux pumps in yeast, primary screen, S. cerevisiae, Nile Red, multiplex; S. cerevisiae Candida pump triplex; AID 485275, 2010; actives 0.44% (n = 330,000); inhibition, % at 10 µM;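 active = plate passing quality check with inhibition over a set limit, or well fluorescence over plate mean plus 4 SD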;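 also: Nile Red retained in pooled yeast measured as flow cytometry median fluorescence; 0% = buffer negative control and 100% = Enniatin B positive control; higher means more Nile Red kept so more efflux inhibition; some compounds called inactive have numbers as strong as hits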
# core dimer inh = inhibitors of HCV core protein dimerization, primary screen, biochemical, TR-FRET, high-throughput | inhibition, % at 5 µM | TR-FRET GST/Flag-core106 dimerization, 1536-well | AID 1899, 2009 | actives 0.33% (n = 300,000);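 active = inhibition above the mean of all tested compounds plus 3 SD, set per screening campaign, cut at about 45% in these data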
#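 System – GST-tagged and Flag-tagged HCV core protein residues 1-106 · Repeats – one well for each compound · Technique – TR-FRET 671 and 617 nm emission · Doses – one concentration, 5 µM, in 0.5% DMSO · Times – 4 h, 22.5 °C incubation · Also added – Eu donor and XL665 acceptor anti-tag antibodies · Measure – percent inhibition of core106 dimerization signal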
# LYPLA2 inh = LYPLA2 inhibitors, primary screen, counter-screen for PME1 inhibitor project, biochemical, fluorescence polarization, FP-Rh probe ABPP | inhibition, % at 5.9 µM | Acyl-protein thioesterase 2 (Homo sapiens), O95372 | actives 0.38% (n = 320,000) | recombinant LYPLA2 | AID 2177, 2009;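 active = inhibition above the screen-wide mean plus 3 SD, limit set per campaign, cut at about 26% in these data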;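 also: 0% = LYPLA2 with DMSO and 100% = wells lacking LYPLA2 enzyme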
# Target sequence (O95372 whole entry, looked up): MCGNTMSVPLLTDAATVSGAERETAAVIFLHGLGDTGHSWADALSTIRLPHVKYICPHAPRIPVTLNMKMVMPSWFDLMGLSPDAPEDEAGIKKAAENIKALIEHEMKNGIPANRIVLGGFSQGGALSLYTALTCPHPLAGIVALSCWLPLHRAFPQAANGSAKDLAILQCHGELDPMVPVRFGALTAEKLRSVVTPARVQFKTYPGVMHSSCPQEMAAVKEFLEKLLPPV
# PP1 counter = PP1-alpha phosphatase inhibitors, primary screen, counter-screen for PP5 inhibitor project, biochemical, fluorescence, OMFP substrate, single point. purified PP1alpha. inhibition, % at 6.7 µM. actives 0.9% (n = 320,000). AID 2235, 2010;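 active = inhibition above the mean inhibition of all tested compounds plus 3 SD, computed separately for each screening campaign, cut at about 15% in these data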
# Target sequence (P62136 whole entry, looked up): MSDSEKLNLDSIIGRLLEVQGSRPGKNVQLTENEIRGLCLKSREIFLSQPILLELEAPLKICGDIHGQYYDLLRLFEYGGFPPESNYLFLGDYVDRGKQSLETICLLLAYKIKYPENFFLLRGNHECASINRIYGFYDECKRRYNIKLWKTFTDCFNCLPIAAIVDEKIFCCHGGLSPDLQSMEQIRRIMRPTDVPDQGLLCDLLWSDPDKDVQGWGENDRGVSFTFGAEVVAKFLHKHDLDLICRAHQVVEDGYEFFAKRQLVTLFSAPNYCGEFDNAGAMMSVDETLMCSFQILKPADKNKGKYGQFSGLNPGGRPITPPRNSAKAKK
# PP5 inh = PP5 phosphatase inhibitors, primary screen, biochemical, fluorescence; purified PP5c, OMFP substrate fluorescence; inhibition, % at 6.7 µM; actives 0.18% (n = 320,000);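 active = inhibition above the campaign's mean inhibition across all tested compounds plus 3 SD, cut at about 9.5% in these data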;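 also: 0% = DMSO only and 100% = 100 µM cantharidin control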
# Target sequence (P53041 whole entry, looked up): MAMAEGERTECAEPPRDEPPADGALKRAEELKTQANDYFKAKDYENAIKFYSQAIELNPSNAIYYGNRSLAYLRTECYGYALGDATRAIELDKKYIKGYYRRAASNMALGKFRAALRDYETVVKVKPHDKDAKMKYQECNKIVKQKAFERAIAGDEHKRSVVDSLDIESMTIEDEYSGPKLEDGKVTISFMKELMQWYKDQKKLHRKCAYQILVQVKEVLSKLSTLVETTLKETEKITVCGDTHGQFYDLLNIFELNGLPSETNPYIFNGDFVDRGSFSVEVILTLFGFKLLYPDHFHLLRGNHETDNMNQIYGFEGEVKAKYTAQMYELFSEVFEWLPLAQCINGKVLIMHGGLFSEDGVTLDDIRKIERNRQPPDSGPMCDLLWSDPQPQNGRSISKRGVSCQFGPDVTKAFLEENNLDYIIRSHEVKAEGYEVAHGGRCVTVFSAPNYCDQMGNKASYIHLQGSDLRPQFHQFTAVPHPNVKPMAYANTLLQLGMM
# TPT1 inhibitor = Candida albicans TPT1 enzyme inhibitors, primary screen, biochemical, fluorescence polarization. inhibition, % at 5 µM. actives 0.81% (n = 300,000). AID 1962, 2009. recombinant caTPT1, FP RNA substrate dephosphorylation;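 active = inhibition above the mean of all tested compounds plus 3 SD, set per screening campaign, cut at about 24% in these data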;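 also: plate controls were DMSO alone for no effect and ferristatin control at 100 nM for full effect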
# * = called active by the depositor; / = no result given. This is a subset (hit frequency here may not be typical).
Structure	JMJD2C inh	PREPL inh	Fh CTSL1 inh	Efflux pump mplx	core dimer inh	LYPLA2 inh	PP1 counter	PP5 inh	TPT1 inhibitor
CN1CCC(=NNC(=O)C(=O)NCc2ccccc2)CC1	15	1	2	0.0	-4	4	-6	-2.8	1
CCC(=O)Oc1ccc(C(=O)Nc2ccc3c(c2)OCO3)cc1	8	4	-24	0.0	7	3	-3	3.0	-5
Cc1cccc(C(=O)OC2CCN(C)CC2)c1	2	10	2	0.0	-9	9	0	1.6	1
Cc1ccccc1C(=O)Oc1cc(N)n(S(C)(=O)=O)n1	-18	-13	-14	-0.2	-1	-2	-5	1.1	-2
Cc1cccc(NC(=S)NCC(c2ccccc2)N(C)C)c1 (configuration not stated)	2	-3	0	0.2	1	-5	1	2.9	0
CC(C)=N/N=C(/c1ccc([N+](=O)[O-])cc1)C12CN3CN(CN(C3)C1)C2	175	4	-4	0.0	4	-3	1	3.4	-2
CCCn1c(=O)c(C(=O)NNS(=O)(=O)c2ccc(Cl)cc2)c(O)c2ccccc21	13	-8	3	-1.1	17	-5	22*	-0.4	-2
CCc1nnc(SCC(=O)Nc2ccc(F)cc2)o1	10	-1	-3	0.0	3	2	-2	-0.8	-6
Cc1ccccc1C1c2[nH]c3ccccc3c2CCN1C(=O)c1ccc(=O)n(C)n1 (configuration not stated)	0	-5	-6	0.0	11	1	-7	3.0	-6
COc1ccccc1C1(CCNC(C)c2cccs2)CCOC(C(C)C)C1 (configuration not stated)	-22	12	0	0.1	-5	-2	-1	2.5	0
COc1ccc(-n2cc(-c3ccccc3)[nH]c2=S)cc1	3	16	-2	-0.3	-12	8	0	0.6	-2
C=CCN=C1CC(C)(C)CC(=O)/C1=C(/O)CCC(=O)OC	27	-5	-1	-0.1	-9	1	-1	-0.5	-2
Cc1cnc(NC(=O)CSc2nnc(Cc3ccccc3)n2C)s1	6	2	0	0.1	1	1	-4	1.6	4
Cc1ccc(S(=O)(=O)N/N=C/c2ccccc2F)cc1[N+](=O)[O-]	1	-5	-3	-0.1	0	1	-3	0.9	-2
COc1ccccc1C(=O)Nc1ccc2ccccc2c1	-4	0	-1	0.0	0	-1	0	-0.4	-4
O=C(NC1CCCCCC1)C(=O)NC1CCCC1	1	5	0	0.1	0	9	-2	1.1	-1
O=C(/C=C/c1ccccc1)OCCN=C1NS(=O)(=O)c2ccccc21	6	-7	-1	-0.1	0	0	-3	-0.4	-1
CC(=O)c1c(C)[nH]c(C(=O)NCCc2cccc(C)c2)c1C	4	-5	2	0.0	2	3	-2	-1.8	2
O=C(CCc1nnc2ccc(NCc3ccco3)nn12)N1CCN(c2ccccc2)CC1	-10	23	0	0.1	28	-2	5	-2.0	4
CCOC1=NN(c2ccccc2)C(=O)/C1=C\N(C)C	0	4	2	-0.2	-3	-2	3	0.4	4

# (continued)
Structure	JMJD2C inh	PREPL inh	Fh CTSL1 inh	Efflux pump mplx	core dimer inh	LYPLA2 inh	PP1 counter	PP5 inh	TPT1 inhibitor
Cc1nc2cnccc2n1C	-4	22	0	0.0	-2	-4	-2	3.6	-2
O=C(c1cccc(Br)c1)N1CCCc2ccccc21	8	4	-2	-0.2	-8	8	0	-2.6	-2
CCN1CCN(c2ccc(S(=O)(=O)N3CCOCC3)cc2NC(=O)c2cc(Cl)nc3ccccc23)CC1	2	2	-2	0.0	0	2	-5	-2.2	1
O=C(Nc1ccc2c(c1)OCO2)NC1(C(F)(F)F)Oc2ccccc2O1	1	8	1	-0.1	3	6	2	-0.9	-4
CC(=O)Nc1ccc(S(=O)(=O)NCCC(=O)OCC(=O)NNC(=O)c2ccccc2)cc1	1	-1	-8	0.0	3	-1	-2	-1.3	0
O=C(Nc1ccc(N2CCOCC2)c(S(=O)(=O)Nc2ccccc2Cl)c1)c1ccccc1	2	3	/	0.1	/	-19	-3	2.7	/
Cc1ccccc1C(=O)N1CCC(C(=O)Nc2ccccn2)CC1	10	9	6	0.1	0	8	-1	1.5	-2
CC(O)[C@H]1CNC(=O)C(=O)N1CCCCC1CCCCC1 (some centres not stated)	10	-7	-2	0.2	-5	1	-1	2.0	-1
CC(C)(C)NC(=O)Cn1nnc(-c2ccc(S(C)(=O)=O)cc2)n1	6	0	-2	0.0	-2	1	-2	0.4	1
Cc1cc(C)n(CCNC(=O)CCc2nnc(CCc3ccccc3)o2)n1	-9	9	-4	0.1	-11	5	-2	3.6	1
CN1CCN(C(=O)c2ccc(Cn3cc(Cl)cn3)o2)CC1	-24	9	4	-0.2	3	1	-3	2.8	-6
Cc1ccc(S(=O)(=O)N(C)c2ccc(N)cc2)cc1	2	10	0	-0.3	-13	7	-4	3.4	-1
CC(C)c1nc2ccccc2n1CC(O)COC1CCCCC1 (configuration not stated)	7	-3	0	-0.2	4	-1	-4	-1.0	-2
Cc1nnc(NC(=O)CCCN2C(=O)c3ccccc3C2=O)s1	3	0	2	0.0	-8	1	-2	1.3	-1
Cc1ccc(S(=O)(=O)N2CCN(C(=O)c3cc(=O)[nH]c4ccccc34)CC2)c(C)c1	-8	17	1	0.3	4	5	2	0.9	0
COCCNC(=O)C(=O)N/N=C/c1cccs1	3	1	5	0.1	-2	0	-4	0.8	4
Cc1noc(C)c1CSc1nc2sc(C)c(C)c2c(=O)n1-c1ccccc1	-2	9	0	0.2	8	6	-6	-1.5	2
CC(C(=O)N1c2ccc(F)cc2CCC1C)N1C(=O)c2ccccc2C1=O (configuration not stated)	12	3	0	0.1	-1	-3	0	3.6	-1
CC(C)(C)C(=O)Nc1c2c(nn1-c1ccc(F)cc1)CSC2	5	-1	1	-0.1	5	-9	-5	1.4	0
CCCCCCNS(=O)(=O)c1ccc(Cl)s1	-7	4	1	0.1	-4	6	6	1.0	-3

# Random excerpt: two entries already listed.
Structure	JMJD2C inh	PREPL inh	Fh CTSL1 inh	Efflux pump mplx	core dimer inh	LYPLA2 inh	PP1 counter	PP5 inh	TPT1 inhibitor
CN1CCN(C(=O)c2ccc(Cn3cc(Cl)cn3)o2)CC1	-24	9	4	-0.2	3	1	-3	2.8	-6
CCCCCCNS(=O)(=O)c1ccc(Cl)s1	-7	4	1	0.1	-4	6	6	1.0	-3

# Continued:
Structure	JMJD2C inh	PREPL inh	Fh CTSL1 inh	Efflux pump mplx	core dimer inh	LYPLA2 inh	PP1 counter	PP5 inh	TPT1 inhibitor
CCOC(=O)c1ccc(S(=O)(=O)NC2CCCCCCC2)n1C	2	3	3	0.1	7	-11	1	0.3	-1
COc1ccc(C(=O)N2CCC(C(=O)Nc3ccc(OC)c(OC)c3)CC2)cc1	-8	18	3	0.0	4	1	-5	2.4	-1
c1ccc(-c2cn3nc(-c4ccccc4)c(-c4ccccc4)nc3n2)cc1	-4	17	3	0.0	8	5	4	0.0	34*
CN(C)S(=O)(=O)Nc1ccc(C(=O)O)cc1	13	3	-4	-0.1	-3	4	-2	0.0	-5
CC(C)NC(=O)c1cccc(Cn2cc(Cl)cn2)c1	6	2	-5	-0.1	-6	5	0	0.8	-1
O=C(N/N=C/c1ccc([N+](=O)[O-])o1)C(O)c1ccccc1 (configuration not stated)	-14	7	0	-0.1	-2	1	-4	0.1	-2
COCC1OS(=O)(=O)NC(CC(=O)SC(C)(C)C)C1C (configuration not stated)	/	3	-2	-0.1	-6	-3	0	2.4	3
Cc1ccc(OCC(=O)c2cc(C)n(C)c2C)c([N+](=O)[O-])n1	-3	3	0	0.1	2	2	1	3.9	-2
COc1ccc(N=Nc2c(C)[nH]c3ccccc23)cc1	0	3	1	-0.2	-9	2	-6	0.8	-6
CC(=O)Nc1cccc(NC(=O)c2cc(-c3cccnc3)nc3ccc(Cl)cc23)c1	11	23	-7	1.4*	1	-19	-4	2.8	5
O=C(c1ccc(-c2nnc(Nc3cccc(Cl)c3)c3ccccc23)cc1)N1C[C@H]2C[C@H](C1)c1cccc(=O)n1C2	9	21	0	0.1	34	-4	1	1.4	-5
CCCCCC(=O)N1CC2(C)CN(C(=O)CCCCC)CC(C)(C1)C2=O	15	14	0	-0.1	-6	0	-1	-2.2	-4
COc1ccc(Cl)cc1S(=O)(=O)N1CCCC(C(=O)N2CCCC2)C1 (configuration not stated)	-2	20	2	0.1	-7	4	-3	0.8	4
COc1ccc(-c2ccnc3cc(C(=O)O)nn23)cc1	14	5	3	-0.1	6	2	0	-0.2	-8
Cc1nn(-c2ccccc2)c(Cl)c1/C=N/NS(=O)(=O)c1ccc(Br)cc1	-20	-1	3	-0.2	11	-4	3	2.1	1
CCOc1ccc(S(=O)(=O)NN)cc1	0	-46	4	-0.3	1	-1	-1	-4.3	-9
CC1(C(=O)O)CCC(C(=O)Nc2ccc(F)cc2)C1(C)C (configuration not stated)	13	-2	-1	0.0	13	-1	0	-2.2	0
O=C1C(=O)c2ccccc2C(O)=C1CCCCl	-9	15	8	0.0	-11	7	0	3.9	-6
O=C(CCCN1C(=O)c2ccccc2C1=O)Nc1ccc(Br)cn1	1	11	-3	0.2	-9	3	-1	1.1	-2
COC(=O)c1sccc1NC(=O)Cc1ccc(OC)cc1	16	-4	-5	0.0	-2	4	-1	-0.9	0

# Carrying on.
Structure	JMJD2C inh	PREPL inh	Fh CTSL1 inh	Efflux pump mplx	core dimer inh	LYPLA2 inh	PP1 counter	PP5 inh	TPT1 inhibitor
COc1ccc(N2CCN(C(=O)CSc3nnc(CNc4ccccc4)o3)CC2)cc1	32	16	-6	0.1	5	17	-4	2.0	2
COc1ccc(-c2noc(C(=O)NCc3ccc(F)cc3)n2)cc1OC	-3	-3	5	0.1	0	-8	2	0.8	1
CCCOc1ccc(/C(O)=C2/C(=O)C(=O)N(CCCOC)C2c2ccncc2)cc1 (configuration not stated)	-6	15	1	-0.2	-2	7	-2	2.3	-1
COc1ccccc1NC(=O)N1CCCC1C(=O)NCc1ccccc1Cl (configuration not stated)	-4	-2	1	-0.1	2	-3	-3	0.1	-1
CCOc1ccc(S(=O)(=O)N2CCCC(C(=O)NCCN3CCOCC3)C2)cc1Cl (configuration not stated)	0	6	0	0.1	-10	2	-3	2.4	-2
CCc1nnc(NC(=O)CCC(=O)N2CCN(Cc3ccc(F)cc3)CC2)s1	-7	4	3	0.1	-5	1	-2	1.0	-3
COCCCNC(=O)Cn1nnc(-c2ccccc2NC(=O)c2ccc(F)cc2)n1	2	0	-2	0.1	0	11	-2	1.4	1
Cn1c(=O)[nH]c(=O)c2c1nc(Sc1ccccc1)n2CCc1ccccc1	-9	12	3	0.4	-12	-1	-3	-1.9	6
O=[N+]([O-])c1ccc(C(O)CN2CCN(c3ccccc3)CC2)cc1 (configuration not stated)	-31	7	-4	0.1	4	-6	-5	-0.5	-3
Cc1ccc(C(O)Cn2cc([N+](=O)[O-])nc2C)cc1 (configuration not stated)	-6	-2	0	0.1	5	0	-7	0.8	1
COC(=O)c1cccc(NC(=O)CC2C(=O)NCCN2C(=O)c2ccc(F)cc2F)c1 (configuration not stated)	-4	6	3	-0.1	-6	1	-3	-1.5	-1
